# KOR beta-arrestin-1: kappa opioid receptor activators – cell-based, luminescence, uHTS, primary screen (AID 1777); KOR beta-arrestin recruitment, luminescence; higher % means a stronger effect; one-dose activation, % at 10 µM; EC50 in µM for titrated hits; actives 0.02% (n = 280,000); in the data active = activation above about 50%, passing the limit was not always enough; note: a part of the inactive calls stands beside numbers as strong as those of hits
# HIV fusion peptide: cell-free HIV fusion peptide-binding blockers – biochemical, uHTS, fluorescence dequenching, primary screen (AID 1986). cell-free peptide binding, fluorescence dequenching, 30 min; higher % means a stronger effect. inhibition, % at 20 µM; hits with a dose series show IC50 in µM. actives 0.3% (n = 290,000); in the data active = inhibition mostly above about 52%, no sharp cut-off; inactive = mostly below about 76%; note: some results filed as inactive read as strong as hits
# Rac1 GTP hydrolysis: MgcRacGAP GTPase-activating activity inhibitors, confirmation, biochemical, ADP Hunter fluorescence. MgcRacGAP-stimulated Rac1 GTP hydrolysis, ADP Hunter fluorescence; higher % means a stronger effect; GST-tagged Rac1 F28L mutant substrate. actives 0.6% (n = 340,000). one-dose inhibition, % at 30 µM; IC50 in µM for titrated hits;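 active = first-screen hits whose inhibition reached a set limit at any dose in the follow-up dose series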;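 note: fluorescence reports GDP produced by GAP-driven GTP hydrolysis; strong numbers were not always called active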
# Large T inhibition: TAg ATPase/helicase activity blockers – biochemical (AID 1903) | SV40 large T antigen ATPase/helicase inhibition assay; higher % means a stronger effect | inhibition, % at 20 µM; hits with a dose series show IC50 in µM | actives 0.39% (n = 310,000); in the data active = a potency from the dose series; note: strong numbers were not always called active
# NOD2 inhibition: inhibition of NOD2-driven NF-kB reporter – cell-based, luminescence, uHTS, HEK293 (AID 1566). HEK293 NOD2/NF-kB luciferase reporter, luminescence; higher % means a stronger effect. inhibition, % at 4 µM; hits with a dose series show EC50 in µM. actives 0.63% (n = 290,000); note: many of its hits are not listed in these tables
# NOD1 NF-kB reporter: NOD1 signaling inhibitors, primary screen, cell-based, luminescence, uHTS (AID 1578). NOD1-driven NF-kB luciferase reporter cells, luminescence; higher % means a stronger effect. inhibition, % at 4 µM; hits with a dose series show EC50 in µM. actives 1% (n = 290,000); in the data active = inhibition mostly above about 36%, no sharp cut-off; inactive = mostly below about 34%;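 note: HEK-293T reporter cells stimulated with the NOD1 agonist gamma-tri-DAP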
# KOR beta-arrestin-2: kappa opioid receptor blockers – cell-based, luminescence, uHTS (AID 1778); actives 0.091% (n = 290,000); inhibition, % at 10 µM, or IC50 in µM where a hit was titrated; KOR beta-arrestin recruitment, luminescence, antagonist mode; higher % means a stronger effect; note: strong numbers were not always called active
# GPR55 beta-arrestin: selective activators of receptor GPR55 – imaging, U2OS cells, beta-arrestin-GFP redistribution, primary screen (AID 1961). one-dose activation, % at 10 µM; EC50 in µM for titrated hits. U2OS GPR55 beta-arrestin-GFP redistribution imaging; higher % means a stronger effect. actives 0.048% (n = 290,000);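 active = activation above 40% with more than 50 cells counted in the well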;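 note: U2OS osteosarcoma cells stably expressing GPR55 and beta-arrestin-GFP; plate controls were DMSO negative control for no effect and LPI positive control for full effect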
# GPR55 antagonists: GPR55 antagonists blocking LPI-driven arrestin recruitment, primary screen, imaging, U2OS, beta-arrestin-GFP, LPI agonist (AID 2013). U2OS GPR55 beta-arrestin-GFP translocation imaging, LPI antagonism; higher % means a stronger effect. inhibition, % at 10 µM; hits with a dose series show IC50 in µM. actives 0.13% (n = 290,000);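 active = spots per cell inhibited over 60%, with over 100 cells counted and total cytoplasm intensity under 500,000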;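 note: U2OS cells stably carrying GPR55 and arrestin-GFP stimulated by 5 µM LPI near EC80; imaged beta-arrestin-GFP aggregate spots per cell after agonist stimulation; plate controls were LPI-stimulated DMSO wells for no effect and DMSO wells without LPI for full effect; some results filed as inactive read as strong as hits; confirmed hits need IC50 under 10 µM and bright autofluorescent wells are also inconclusive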
# Active calls of the source: *; nt = not tested or not shown; [ ] = dose if it differs, or a comment. Cut-off read from the data, not from the text of the source, unless noted: active = inhibition above about 50%; inactive = the rest. An excerpt, so the mix of outcomes need not match the whole.
molecule	KOR beta-arrestin-1	HIV fusion peptide	Rac1 GTP hydrolysis	Large T inhibition	NOD2 inhibition	NOD1 NF-kB reporter	KOR beta-arrestin-2	GPR55 beta-arrestin	GPR55 antagonists
COc1ccc(C2C=C(c3ccc(C)cc3)Nc3ncnn32)cc1 (stereo not drawn)	4.7%	1.1%	12%	1%	-9%	-1%	-46%	0.0%	-10%
Cc1cc(OC(=O)c2ccc(C(C)(C)C)cc2)c([N+](=O)[O-])c(=O)[nH]1	2.7%	0.8%	16%	23%	-3%	-6%	23%	-0.2%	6%
COc1cc(NC(=O)COC(=O)CNC(=O)c2ccc(Cl)cc2)c(C)cc1[N+](=O)[O-]	1.8%	-0.2%	-7%	10%	21%	1%	nt	-0.4%	3%
COc1ccc(CC(=O)OCC(=O)Nc2cccc(Br)c2)cc1	-0.8%	1.4%	-1%	2%	-2%	-36%	4%	0.2%	2%
CCC(OC(=O)C1=Cc2ccccc2OC1)C(=O)NCc1ccco1 (stereo not drawn)	-3.9%	0.5%	2%	nt	13%	-2%	5%[20 µM]	-0.1%	12%
Cc1cccc(C)c1NC(=S)NCc1ccccc1	nt	-1.6%	6%	3%	23%	-26%	-4%[20 µM]	-0.1%	9%
NC(=O)c1ccsc1NC(=O)COC(=O)Cc1cccc2ccccc12	-6.5%	-3.3%	13%	9%	46%	55%	-32%	-0.1%	9%
CC1CCc2sc3ncnc(N4CCN(CCO)CC4)c3c2C1 (stereo not drawn)	1.6%	1.1%	14%	13%	11%	-8%	-45%[20 µM]	-0.3%	6%
CC1CCCC(C)N1C(=O)CN1C(=O)C(C)(C)Oc2ccc(C(=O)NC3CCCCC3)cc21 (stereo not drawn)	-3.5%	-0.9%	10%	13%	5%	14%	-7%	-0.4%	3%
CN(CC(=O)O/N=C(\N)c1ccc([N+](=O)[O-])cc1)S(=O)(=O)c1ccc2ccccc2c1	-4.3%	-3.4%	4%	4%	-6%	12%	-4%	-0.1%	12%
CCOc1ccc(C2=Nn3c(nnc3-c3ccco3)SC2)cc1	0.7%	-1.2%	12%	11%	-8%	1%	-15%	-0.1%	4%
CC(=O)c1cccc(NC(=O)CO/N=C2/CCCc3nonc32)c1	-3.2%	-0.9%	1%	8%	23%	-27%	7%	0.0%	-1%
CCOC(=O)N1CCC(N2Cc3cccc(C(=O)Nc4ccc(OC)c(OC)c4)c3C2=O)CC1	-8.9%	0.1%	18%	7%	-17%	-56%	21%	-0.1%	-3%
C/C(=N\NC(=O)CC1N=C(Cc2ccccc2)NNC1=O)c1ccccc1 (stereo not drawn)	3.9%	-1.9%	12%	-3%	-1%	10%	-20%	-0.1%	-10%
N#CC1(c2ccccc2)CCCN1C(=O)c1ccc(Br)cc1 (stereo not drawn)	nt	-1.7%	-2%	5%	-6%	-12%	15%	0.3%	7%
CCOC(=O)C(C)Sc1nnc(NC(=O)c2ccc(C)c([N+](=O)[O-])c2)s1 (stereo not drawn)	0.4%	4.6%	9%	11%	3%	-26%	6%	0.3%	-8%
O=C(Nc1ccc(Cl)cc1C(=O)Nc1ccncc1)c1ccco1	0.1%	1.4%	10%	0%	-2%	-21%	-25%	-0.1%	52%
CC1(c2ccc3c(c2)OCO3)NC(=O)N(CC(=O)NCCC2=CCCCC2)C1=O (stereo not drawn)	2.4%	5.3%	3%	14%	-2%	-13%	9%	0.0%	16%
C=CCN(CC=C)C(=O)C1CCC(C(=O)N(CC=C)CC=C)CC1 (stereo not drawn)	-0.1%	1.1%	5%	0%	9%	11%	-36%	0.1%	-12%
CC(C)N(Cc1nccn1C)C(=O)c1ccc2oc(CCCc3ccccc3)nc2c1	-5.8%	-1.4%	-4%	21%	6%	14%	42%	-0.1%	-22%
CCOC(=O)N1CCN(c2cc(N(C)CCO)c([N+](=O)[O-])c3nonc23)CC1	-7.0%	-2.6%	-1%	7%	19%	-25%	-2%	-0.3%	13%
COc1ccc(OC)c(S(=O)(=O)N2Cc3ccccc3CC2C(=O)Nc2nccs2)c1 (stereo not drawn)	8.5%	-3.2%	2%	6%	-41%	-31%	21%	-0.1%	4%
Cc1cc(C(=O)OCC(=O)Nc2ccc(F)c(F)c2)c(C)o1	-5.2%	2.1%	3%	3%	10%	-15%	-22%	-0.1%	2%
CCc1ccc(NC(=O)C(C)OC(=O)C2CCC(=O)N2)cc1 (stereo not drawn)	-0.8%	-0.4%	0%	-3%	-4%	-16%	-6%	-0.4%	-2%
CN1CCCN(C(=O)c2cc3c(s2)CCCC3)CC1	-1.6%	-0.2%	-4%	13%	-6%	-22%	6%	0.0%	20%
CCn1c(SCC(=O)NC2CCCc3ccccc32)nnc1-c1ccncc1 (stereo not drawn)	-1.7%	2.3%	6%	6%	5%	-49%	36%	-0.2%	5%
CCN(CC)C(=O)CSc1nc2sc3c(c2c(=O)n1-c1ccc(C)cc1)CC(C)(C)SC3	-1.4%	-0.6%	6%	-3%	12%	12%	2%	-0.2%	-8%
O=c1c2sc3ccccc3c2[nH]c(=S)n1CCN1CCOCC1	-1.6%	1.3%	91µM*	12%	-9%	-18%	-7%	-0.4%	-15%
C=CCSc1nnc2c(n1)OC=Nc1ccccc1-2	-5.7%	-1.3%	2%	11%	10%	6%	-1%	-0.1%	-12%
CCc1ccc(/C=C/c2c([N+](=O)[O-])c(=O)n(C)c(=O)n2C)cc1	-5.0%	0.5%	0%	3%	-17%	22%	-13%	0.0%	6%
Cc1cccn2c(CN(C)CC3Cc4ccccc4O3)c(C(=O)N3CCCCC3)nc12 (stereo not drawn)	1.0%	-0.5%	6%	1%	-18%	3%	-10%	0.0%	12%
COc1ccc(S(=O)(=O)N2CCCCC2)cc1NC(=O)CN(C)C1CCCCC1	-5.6%	1.0%	2%	17%	8%	-17%	-23%	-0.5%	-7%
O=C(CCN1C(=O)C2CC=C(Cl)CC2C1=O)Nc1ccccc1O (stereo not drawn)	-1.9%	-1.4%	11%	4%	-1%	-17%	29%	-0.1%	3%
C=CCn1c(O)c(N=NC(=O)c2ccccc2NS(=O)(=O)c2cccs2)c2ccccc21	-2.4%	5.4%	2%	18%	-14%	16%	-29%	0.5%	-23%
CCN1CCCC1CNC(=O)CCc1nc(-c2ccc(C)cc2)no1 (stereo not drawn)	0.3%	-1.0%	0%	5%	12%	-14%	-12%	-0.3%	6%
O=c1c2cnn(-c3ccccc3)c2nc(-c2ccco2)n1-c1ccccc1	-0.4%	-3.6%	1%	11%	38%	55%	-24%	0.2%	4%
CCOC(=O)C1=C(C)Nc2ncnn2C1c1ccc2c(c1)OCO2 (stereo not drawn)	-2.9%	-2.6%	6%	5%	-12%	-13%	3%	0.0%	0%
NC(=O)C1CCN(C(=O)c2ccc(CS(=O)(=O)c3c(Cl)cccc3Cl)o2)CC1	0.0%	7.7%	4%	6%	0%	-5%	12%	-0.1%	8%
CC(=O)/C(=N/Nc1ccccc1Cl)Sc1nnc(C(O)c2ccccc2)n1-c1ccccc1 (stereo not drawn)	4.2%	-0.1%	5%	14%	2%	-21%	-8%	-0.3%	13%
CSc1ccccc1NC(=O)CCn1c(=O)oc2ccccc21	-2.9%	-1.0%	8%	4%	12%	-2%	-11%	-0.2%	12%

# Quoted at random: 2 entries already listed
molecule	KOR beta-arrestin-1	HIV fusion peptide	Rac1 GTP hydrolysis	Large T inhibition	NOD2 inhibition	NOD1 NF-kB reporter	KOR beta-arrestin-2	GPR55 beta-arrestin	GPR55 antagonists
O=C(CCN1C(=O)C2CC=C(Cl)CC2C1=O)Nc1ccccc1O (stereo not drawn)	-1.9%	-1.4%	11%	4%	-1%	-17%	29%	-0.1%	3%
COc1ccc(OC)c(S(=O)(=O)N2Cc3ccccc3CC2C(=O)Nc2nccs2)c1 (stereo not drawn)	8.5%	-3.2%	2%	6%	-41%	-31%	21%	-0.1%	4%

# Carrying on:
molecule	KOR beta-arrestin-1	HIV fusion peptide	Rac1 GTP hydrolysis	Large T inhibition	NOD2 inhibition	NOD1 NF-kB reporter	KOR beta-arrestin-2	GPR55 beta-arrestin	GPR55 antagonists
O=C1CCc2cc(S(=O)(=O)N3CCC(C(=O)NC4CCCc5ccccc54)CC3)ccc2N1 (stereo not drawn)	0.7%	1.5%	4%	7%	16%	-11%	-7%	-0.1%	1%
CC(C)CN1C(=O)c2ccc(C(=O)Nc3c[nH]c(=O)[nH]c3=O)cc2C1=O	-1.0%	1.1%	2%	5%	8%	-16%	0%	-0.4%	-6%
CC(=O)Nc1ccc(S(=O)(=O)NCCS(=O)(=O)N2CCN(c3ccccc3)CC2)cc1	-3.4%	0.4%	10%	7%	18%	-8%	-32%	-0.1%	5%
CCSc1ccc(-c2cccc([N+](=O)[O-])c2)nn1	-0.8%	0.8%	4%	5%	-43%	-25%	-30%	-0.6%	13%
O=C(OCCN1C(=O)c2ccccc2C1=O)c1cnccn1	-2.4%	0.1%	1%	10%	4%	-31%	-12%	-0.1%	-1%
Fc1ccc(/C=N/n2c(COc3ccccc3)n[nH]c2=S)cc1	0.2%	2.6%	nt	8%	3%	-7%	10%	0.0%	5%
S=c1[nH]nc(-c2cccnc2)o1	-8.7%	1.6%	6%	3%	8%	7%	-2%	0.2%	10%
O=C1CN(O)C=C2N=c3ccccc3=C2N1c1ccc([N+](=O)[O-])cc1	-4.8%	0.2%	3%	-9%	1%	-31%	6%	-0.3%	0%
CCC(=O)Nc1cccc2c1C(=O)N(C)C2=O	-2.2%	-2.2%	0%	2%	-27%	83%*	10%	0.9%	7%
O=C(CN1C(=O)C2CCCCC2C1=O)OCn1nnc2ccccc2c1=O (stereo not drawn)	-2.2%	-0.3%	2%	9%	11%	-15%	3%[20 µM]	0.2%	0%
CS(=O)(=O)N(CC(=O)N1CCOCC1)Cc1ccc(Cl)cc1	-1.7%	0.5%	9%	-3%	-1%	-11%	0%	-0.1%	10%
O=C(COC(=O)/C=C/c1ccc(S(=O)(=O)N2CCc3ccccc32)cc1)NC1CCS(=O)(=O)C1 (stereo not drawn)	-2.8%	-1.3%	1%	12%	25%	4%	10%	-0.1%	11%
O/N=C/c1ccccc1Oc1ccccc1	-5.5%	-2.0%	2%	2%	17%	23%	-8%	0.2%	-4%
COc1ccccc1OCCCCCCN1CCOCC1	-1.8%	0.6%	184µM*	2%	4%	-27%	-8%	0.4%	-1%
O=C(CN(c1ccccc1)S(=O)(=O)c1ccccc1[N+](=O)[O-])N1CCCC1	-0.1%	0.6%	6%	8%	-6%	-15%	-10%	-0.4%	18%
Cc1ccc(N2CC(C(=O)Nc3nnc(SCC(=O)Nc4nc(C)cs4)s3)CC2=O)cc1 (stereo not drawn)	12%	1.2%	2%	4%	8%	-13%	-14%	0.9%	2%
O=C(Cc1ccccc1[N+](=O)[O-])NCc1ccc2c(c1)OCO2	4.0%	-0.8%	-2%	6%	-12%	-49%	10%	0.2%	4%

# High-throughput results as filed in PubChem BioAssay.
